Screening data from PubChem BioAssay.
TMEM16A inh – mouse TMEM16A channel inhibition, primary screen. Q8BHY3. HEK293 TMEM16A/YFP iodide influx fluorescence, ionomycin. normalized B-score (activity score, 25-100; higher = stronger inhibition) at 10 µM. 1.2% of 310,000 active;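 active = ratio plate-corrected score three or more library SD toward inhibition, starting fluorescence score within five deviations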;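 also: score derived from kinetic fluorescence span divided by baseline fluorescence per well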
TRPC4 act – opens the mouse TRPC4 cation channel | 0.49% of 310,000 active | HEK293 TRPC4beta/mu-opioid, Fluo4 calcium fluorescence; active compounds read high | B-score at 10 µM | Q9QUQ5;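 active = B-score above 5 SD of library B-scores, and initial fluorescence ratio not above library mean plus 5 SD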;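 also: positive B-score marks a calcium rise read as TRPC4 activation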
Target sequence (Q9QUQ5 whole entry, looked up): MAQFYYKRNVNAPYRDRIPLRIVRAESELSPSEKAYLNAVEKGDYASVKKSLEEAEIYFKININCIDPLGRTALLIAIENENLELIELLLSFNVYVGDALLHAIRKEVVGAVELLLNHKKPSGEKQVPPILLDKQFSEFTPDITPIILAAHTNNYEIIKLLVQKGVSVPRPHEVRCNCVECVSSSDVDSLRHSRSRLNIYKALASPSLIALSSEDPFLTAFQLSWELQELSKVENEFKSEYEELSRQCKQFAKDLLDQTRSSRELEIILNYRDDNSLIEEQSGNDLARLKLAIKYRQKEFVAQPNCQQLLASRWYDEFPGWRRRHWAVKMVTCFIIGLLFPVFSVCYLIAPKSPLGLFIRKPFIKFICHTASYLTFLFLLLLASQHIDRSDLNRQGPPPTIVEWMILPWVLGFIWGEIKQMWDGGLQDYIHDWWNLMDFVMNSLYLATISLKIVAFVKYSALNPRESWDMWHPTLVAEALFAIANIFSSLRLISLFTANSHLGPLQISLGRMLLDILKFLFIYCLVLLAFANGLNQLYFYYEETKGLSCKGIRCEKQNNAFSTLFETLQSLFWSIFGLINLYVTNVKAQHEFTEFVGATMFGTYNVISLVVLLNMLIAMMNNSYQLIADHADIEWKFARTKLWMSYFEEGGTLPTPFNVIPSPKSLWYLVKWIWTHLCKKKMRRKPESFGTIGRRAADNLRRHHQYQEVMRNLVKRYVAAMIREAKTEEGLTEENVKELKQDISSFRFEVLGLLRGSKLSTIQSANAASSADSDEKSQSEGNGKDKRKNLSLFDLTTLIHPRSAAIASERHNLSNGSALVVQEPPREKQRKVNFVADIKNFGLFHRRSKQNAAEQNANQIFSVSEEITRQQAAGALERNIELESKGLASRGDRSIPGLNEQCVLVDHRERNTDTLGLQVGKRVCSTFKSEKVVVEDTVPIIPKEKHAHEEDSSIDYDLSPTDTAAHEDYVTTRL
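system = HEK293 cells stably co-expressing mouse TRPC4beta and mu-opioid receptor | schedule = Fluo4 dye loading 45 min at room temperature, 110 s recording | measure = B-scored integrated calcium fluorescence ratio | signal = Fluo4 calcium-sensitive dye fluorescence, kinetic, 1 Hz baseline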
MrgX1 antagonist – human MrgX1 receptor antagonism, primary screen | AID 588676 | B-score at 10 µM | 1.3% of 310,000 active | MRGX1-HEK293 calcium flux, Fluo-4, BAM8-22 antagonism; active compounds read low;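 active = calcium-response B-score plate-corrected more than 3 library SD below zero, starting fluorescence within 5 deviations, no agonist response on first addition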;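 also: peak minus trough fluorescence over baseline after final BAM8-22 challenge near maximal dose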
TRPC4 PAM – allosteric potentiators of mouse TRPC4 channel; HEK293 TRPC4beta/mu-opioid, DAMGO EC20, Fluo-4 Ca2+ flux; active compounds read high; 0.42% of 310,000 active; AID 2227; B-score at 10 µM;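 active = B-score of calcium response area above 5 SD of library B-scores, with initial fluorescence ratio within 5 SD of library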;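 also: B-score of integrated fluorescence ratio over time as area under calcium response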
TMEM16A act – mouse TMEM16A channel activation, primary screen | Q8BHY3 | HEK293 TMEM16A/YFP-H148Q/I152L, iodide quench fluorescence; active compounds read low | B-score at 10 µM | 0.3% of 340,000 active | AID 623877;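 active = fluorescence-ratio B-score plate-corrected deviation score at least 3 library SD below zero, with starting fluorescence score within 5 deviations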;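 also: channel opened by trigger with iodide after compound preincubation; score built on the fluorescence ratio of max minus min over baseline; more negative score means more quench and so TMEM16A activation or potentiation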
TRPC6 act – activators of mouse TRPC6 channel | HEK293-TRPC6 membrane potential dye fluorescence; active compounds read high | 0.13% of 310,000 active | B-score at 10 µM | AID 2550 | Q61143;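 active = B-score of the integrated fluorescence ratio above library mean plus 3 SD, and starting fluorescence ratio within library mean plus 5 SD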;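 also: higher score means more depolarization so channel activation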
MrgX1 PAM – human MrgX1 positive allosteric modulation, primary screen; Q96LB2; MrgX1-HEK293, Fluo-4 calcium flux, FDSS; active compounds read high; B-score at 10 µM; 0.63% of 310,000 active;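 active = plate-corrected calcium response at least 3 library SD above typical, normal starting fluorescence, not activating the receptor alone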;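 also: compound read alongside a low EC10 to EC30 dose of BAM8-22 agonist; peak minus trough fluorescence over baseline measured at the second addition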
SKKanGAS inh – inhibitors of SKKanGAS S. pyogenes growth in kanamycin (SK-promoter or general growth effect); BacTiter-Glo, 6 h; inhibition, % at 7.5 µM; 1.3% of 300,000 active; AID 1662;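 active = mean replicate score, as percent of positive control median, at least 50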;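 also: strain carries kanamycin resistance gene driven by streptokinase promoter and grows in 40 µg/ml kanamycin; loss of luminescence reflects streptokinase promoter inhibition or plain growth inhibition; 0% = median of DMSO wells and 100% = positive control at its reference dose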
MrgX1 agonist – human MrgX1 receptor agonism, primary screen. 0.44% of 310,000 active. MrgX1-HEK293 cells, Fluo-4 calcium fluorescence, agonist mode; active compounds read high. B-score at 10 µM;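 active = calcium response B-score plate-corrected fluorescence ratio at least 3 library SD, with starting fluorescence B-score inside 5 SD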
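Material: MrgX1-expressing HEK293 cells; input: 15,000 cells per well; doses: test compound given as first of three sequential additions; schedule: overnight plating before 1 h dye loading; technique: Fluo-4 NW calcium-flux fluorescence, kinetic read; evaluation: baseline-normalised fluorescence change ratio, B-scored; control set: plate-wise positive and negative controls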
TRPC6 inh – mouse TRPC6 channel inhibition; 1.1% of 310,000 active; B-score at 10 µM; HEK293-TRPC6, membrane potential dye, ACh-evoked depolarization; active compounds read low; Q61143;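 active = B-score under library mean minus 3 SD, initial fluorescence not abnormally high, positive integrated signal ratio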;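 also: B-score derived from integrated fluorescence ratio over the kinetic read; more negative B-score means stronger inhibition of depolarization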
TRPC4 block – blocks the mouse TRPC4 cation channel; Q9QUQ5; HEK293 TRPC4beta/mu-opioid, DAMGO-evoked Fluo4 calcium flux; active compounds read low; B-score at 10 µM; 0.39% of 300,000 active;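 active = B-score over 3 SD under the library average, no early fluorescence shift, positive overall ratio signal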
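Assay system: HEK293 cells with stable TRPC4beta plus mu-opioid receptor expression; Probe or stimulus: DAMGO in two steps, submaximal then maximal; Dosing: single-point compound dosing; Measured by: Fluo4 calcium-dye fluorescence, kinetic read; Read-out basis: B score from integrated Fluo4 fluorescence ratio.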
* marks the source's active call; other numbers are inactive results; i = inactive.

SMILES	TMEM16A inh	TRPC4 act	MrgX1 antagonist	TRPC4 PAM	TMEM16A act	TRPC6 act	MrgX1 PAM	SKKanGAS inh	MrgX1 agonist	TRPC6 inh	TRPC4 block
CCCCn1ccnc1C	i	i	i	i	i	i	i	-1.4	i	i	i
COCc1[nH]nc2c1C(c1sccc1C)C(C#N)=C(N)O2 (stereo unspecified)	i	i	i	i	i	i	i	-4.9	i	i	i
CC(=O)N/C(=C\c1cccc([N+](=O)[O-])c1)C(=O)NC1CCCCC1	i	i	i	i	i	i	i	-1.4	i	i	i
CN(CC(=O)Nc1ccccc1Cl)CC(=O)Nc1sc2c(c1C(N)=O)CCC2	i	i	i	i	i	i	i	13.5	i	i	i
CC(C(=O)Nc1ccccc1)c1ccc(-c2ccccc2)c(F)c1 (stereo unspecified)	100*	i	i	i	i	i	i	34.6	i	i	i
CCOc1ccc(N2C(=O)CC(N(Cc3ccco3)C(=O)CCC(=O)O)C2=O)cc1 (stereo unspecified)	i	i	i	i	i	i	i	17.6	i	i	i
Cc1cnc(NC(=O)c2cncc(Br)c2)s1	i	i	i	i	i	i	i	-2.8	i	i	i
CC(C)(C)n1ncc2c(=O)n(CC(=O)N3CCc4ccccc43)cnc21	i	i	i	i	i	i	i	-4.4	i	i	i
CCOC(=O)COc1cccc2c(=O)n(CC(=O)NCc3ccccc3)ccc12	i	i	i	i	i	i	i	7.6	i	i	i
COc1ccc(S(=O)(=O)Nc2cccnc2)c(C)c1C	i	i	i	i	i	i	i	0.1	i	i	i
C/C=C\C(=O)Nc1cccc(C2=NOC3(C2)C[C@H](C(N)=O)N(C(=O)Cc2ccc([N+](=O)[O-])cc2)C3)c1 (stereo partly specified)	i	i	i	i	i	i	i	-5.0	i	i	i
Cc1ccc(OCC(=O)Nc2ccc3oc(=O)ccc3c2)cc1C	i	i	i	i	i	i	i	-5.2	i	i	i
COc1ccc(N2CCN(C(=O)c3ccc(SC)cc3OC)CC2)cc1	i	i	i	i	i	i	i	-0.8	i	i	i
CCOc1ccc2cc(S(=O)(=O)N3CCOCC3)ccc2c1	i	i	i	i	i	i	i	-5.7	i	i	i
COc1ccc(NC(=O)C2CC(=O)N(C(C)C)C2)cc1 (stereo unspecified)	i	i	i	i	i	i	i	10.2	i	i	i
COc1ccc(S(=O)(=O)N2Cc3ccccc3CC2C(=O)N2CCOCC2)cc1OC (stereo unspecified)	i	i	i	i	i	i	i	-5.7	i	i	i
CCn1c(CNC(=O)c2ccc(OC)c(OC)c2)nnc1SCC(=O)Nc1ccc(OC)cc1	i	i	i	i	i	i	i	0.7	i	i	i
Cc1ccc(-c2csc(-c3cc(C)on3)n2)cc1	i	i	i	i	i	i	i	4.8	i	i	i
CC1CCN(c2ccc(C(=O)Nc3nnc(C4CC4)s3)cc2[N+](=O)[O-])CC1	i	i	i	i	i	i	i	-4.9	i	i	i
Cc1cc2oc(=O)cc(CN3CCN(S(=O)(=O)/C=C/c4ccccc4)CC3)c2cc1C	i	i	i	i	i	i	i	-6.7	i	i	i
Cc1cc(NC(=O)/C=C/c2ccco2)ccc1NC(=O)c1ccccc1	i	i	i	i	i	i	i	-1.0	i	i	i
CCc1cccc(C)c1NC(=O)CSc1nnc(-c2ccco2)n1N	i	i	i	i	i	i	i	11.8	i	i	i
CCOc1ccc(NC(=O)Cc2c(C(=O)O)n(C)c3ccccc23)cc1	i	i	i	i	i	i	i	2.1	i	i	i
CCN(C(=O)C1CCCN(c2nc(-c3ccc(OC)cc3)no2)C1)c1ccccc1F (stereo unspecified)	i	i	i	i	i	i	i	2.5	i	i	i
O=c1[nH]c(-c2ccccc2)ncc1Oc1ccccc1	i	i	i	i	i	i	i	-1.0	i	i	i
SMILES	TMEM16A inh	TRPC4 act	MrgX1 antagonist	TRPC4 PAM	TMEM16A act	TRPC6 act	MrgX1 PAM	SKKanGAS inh	MrgX1 agonist	TRPC6 inh	TRPC4 block
Cc1ccc(/C=C/C(=O)Nn2cnnc2)cc1	i	i	i	i	i	i	i	2.2	i	i	i
CCc1ccc(N2CC34C=CC(O3)C(C(=O)OC(C)C)C4C2=O)cc1 (stereo unspecified)	i	i	i	i	i	i	i	2.6	i	i	i
CC(=O)c1ccc(NC(=O)CC(NCCC2=CCCCC2)C(=O)O)cc1 (stereo unspecified)	i	i	i	i	i	i	i	-2.6	i	i	i
Cc1cc(C)c2[nH]c(=O)c(CN(CC3CCCO3)C(=S)NCc3ccco3)cc2c1 (stereo unspecified)	i	i	i	i	i	i	i	-5.4	i	i	i
CCCCCN(C(=O)CCC(=O)OCc1ccc(Cl)cc1Cl)c1c(N)n(CCCC)c(=O)[nH]c1=O	i	i	i	i	i	i	i	12.1	i	i	i
O=C(CC12CC3CC(CC(Br)(C3)C1)C2)NCc1ccccc1	i	i	i	i	i	i	i	-2.0	i	i	i
CC(C)(C)N(NS(=O)(=O)c1ccc(F)cc1)c1ccccc1	i	i	i	i	i	i	i	-0.6	i	i	i
COc1ccc(Nc2cc(C(=O)NCCCOC(C)C)c3ccccc3n2)c(OC)c1	i	i	i	i	i	i	i	-4.6	i	i	i
CCc1c(C)nc2[nH]nc(NC(=O)C(F)(F)F)n2c1=O	i	i	i	i	i	i	i	10.0	i	i	i
COC(=O)c1sc(NC(=O)c2csc3c2CCCC3)nc1C	i	i	i	i	i	i	i	0.3	i	i	i
O=C(O)CSC(=S)N1CCCC1	i	i	i	i	i	i	i	0.9	i	i	i
Cc1onc(COc2ccccc2O)c1Br	i	i	i	i	i	i	i	-16.2	i	i	i
CC(OC(=O)c1oc2ccccc2c1COc1ccccc1)C(N)=O (stereo unspecified)	i	i	i	i	i	i	i	0.7	i	i	i
COCCSc1nnc(NC(=O)C2CC(=O)N(C3CCCC3)C2)s1 (stereo unspecified)	i	i	i	i	i	i	i	2.7	i	i	i
O=C(Cc1ccccc1)N1CCN(S(=O)(=O)c2ccc([N+](=O)[O-])cc2)CC1	i	i	i	i	i	i	i	-3.3	i	i	i
CCn1ncc([N+](=O)[O-])c1C(=O)Nc1ccc(C(=O)N2CCCCC2)cc1	i	i	i	i	i	i	i	-14.4	i	i	i
CC(=O)Nc1ccc(NC(=O)CCn2cnnn2)cc1	i	i	i	i	i	i	i	3.3	i	i	i
CC(=O)Nc1ccc(NC2=Nc3ccccc3N3C2=Nc2c(c(C)nn2-c2ccccc2)C3c2ccccc2)cc1 (stereo unspecified)	i	i	i	i	i	i	i	15.7	i	i	i
C[C@H]([C@H](O)c1ccccc1)N(C)C(=O)CN	i	i	i	i	i	i	i	-3.9	i	i	i
CCc1cc2c(=O)c(-c3nc4ccccc4n3C)coc2c(CN2CCOCC2)c1O	i	i	i	i	i	i	i	-3.0	i	i	i
CCCOc1ccc(/C(O)=C2/C(=O)C(=O)N(CCCn3ccnc3)C2c2cccs2)cc1 (stereo unspecified)	i	i	i	i	i	i	i	3.7	i	i	i
Nc1cc(N)nc(SCc2ccccc2)n1	i	i	i	i	i	i	i	8.3	i	i	i
Cc1ccc(CNCC(=O)Nc2cccc(S(=O)(=O)NC3=NCCCCC3)c2)cc1	i	i	i	i	i	i	i	-2.6	i	i	i
COC(=O)CSc1nnc(C)n1-c1ccc(C)cc1	i	i	i	i	i	i	i	-1.3	i	i	i
CN(CC1CCCN(CCc2ccc(Cl)cc2)C1)C(=O)CC(F)(F)F (stereo unspecified)	i	i	i	i	i	i	i	3.8	i	i	i

Reprinted from the part before: 3 compounds; new compounds follow.
SMILES	TMEM16A inh	TRPC4 act	MrgX1 antagonist	TRPC4 PAM	TMEM16A act	TRPC6 act	MrgX1 PAM	SKKanGAS inh	MrgX1 agonist	TRPC6 inh	TRPC4 block
Cc1ccc(CNCC(=O)Nc2cccc(S(=O)(=O)NC3=NCCCCC3)c2)cc1	i	i	i	i	i	i	i	-2.6	i	i	i
COC(=O)CSc1nnc(C)n1-c1ccc(C)cc1	i	i	i	i	i	i	i	-1.3	i	i	i
CN(CC1CCCN(CCc2ccc(Cl)cc2)C1)C(=O)CC(F)(F)F (stereo unspecified)	i	i	i	i	i	i	i	3.8	i	i	i
COc1ccc(P(=O)(COc2ccc([N+](=O)[O-])cc2)c2ccc(OC)cc2)cc1	i	i	i	i	i	i	i	3.8	i	i	i
CN1C(=O)NC(c2ccccc2Cl)C2=C1CC(C)(C)CC2=O (stereo unspecified)	i	i	i	i	i	i	i	-2.2	i	i	i
CC(C)Oc1cccc(C(=O)C2CCCN(Cc3ccc(Oc4ncccn4)cc3)C2)c1 (stereo unspecified)	i	i	i	i	i	i	i	6.9	i	i	i
O=C(c1ccccc1)c1ccc(OCCCN2CCCCC2)cc1	i	i	i	i	i	i	i	8.8	i	i	i
CC(C)(C)NC(=O)Nc1ccc(F)c(Cl)c1	i	i	i	i	i	i	i	5.0	i	i	i
COC(=O)c1c(C)cc(C)c2c1CC(C)(C)C2=O	i	i	i	i	i	i	i	3.0	i	i	i
COc1ccc2oc(=O)c(-c3nnc(N)s3)cc2c1	i	i	i	i	i	i	i	-3.8	i	i	i
Cc1c(NC(=O)C2CCCNC2=O)c(=O)n(-c2ccccc2)n1C (stereo unspecified)	i	i	i	i	i	i	i	0.1	i	i	i
O=C(N=NC(=O)c1ccc2c(O)n(CC3CCCO3)c(O)c2c1)c1cccnc1 (stereo unspecified)	i	i	i	i	i	i	i	10.6	i	i	i
COc1cc(C(=O)OC(C)CN2C(C)CCCC2C)cc(OC)c1OC (stereo unspecified)	i	i	i	i	i	i	i	-3.9	i	i	i
COc1ccc(Cn2nnnc2CN2CCOCC2)cc1	i	i	i	i	i	i	i	-2.7	i	i	i
CCN1CCCC1CNC(=O)C(=O)NC(C)c1ccccc1 (stereo unspecified)	i	i	i	i	i	i	i	2.7	i	i	i
COCCNC(=O)CCCn1c(=O)c2cc(OC)c(OC)cc2n(CC(=O)c2ccccc2)c1=O	i	i	i	i	i	i	i	2.6	i	i	i
C#CC1(O)CC(C)NCC1(C)CCC#N (stereo unspecified)	i	i	i	i	i	i	i	2.8	i	i	i
COc1ccccc1CNC(=O)c1cc(C(C)C)nc2ccccc12	i	i	i	i	i	i	i	-0.6	i	i	i
